# TGFb SMAD3 inh: qHTS for Inhibitors of TGF-b; HepG2 CAGA-GFP TGF-b/SMAD3 reporter, GFP fluorescence, 18 h; TGF-beta stimulated, 500 pg/mL final; Potency, µM (titrated, usually from 46.1 µM), for inactives: top-dose activity, negative = inhibition, most hits filed as inhibitors; actives 1.2% (n = 410,000); note: potency is the fitted concentration of half-maximal effect; % is set by controls: 0 for no effect and ±100 for the full control effect; nearly all actives have a fitted effect of over 65% in size
#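 GFP signal (ex488/em500-530) from TGF-beta-stimulated HEPG2 CAGA-GFP cells, 500 pg/mL final, 18 h at 37 degrees C in DMEM plus 1% FBS, normalized to unstimulated and DMSO-stimulated controls.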
# ATXN2 expr inh: Primary qHTS for Inhibitors of ATXN expression; HEK-293 ATXN2-luciferase reporter, luminescence, 24 h; Potency, µM (top dose mostly 57 µM), for inactives: top-dose activity change, negative = inhibition, actives largely listed as inhibitors; actives 0.72% (n = 360,000); AID 1745845, 2022; note: potency is the fitted concentration of half-maximal effect; % is set by controls: 0 for no effect and ±100 for the full control effect; nearly all actives have a fitted effect of over 55% in size
#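 qHTS (up to 57 uM final) was run with 24 h compound exposure of reporter cells at 37 °C. Each well was multiplexed: SteadyGlo luminescence measured ATXN2-luciferase expression after a fluorogenic Gly-Phe-AFC viability readout (25 uM final).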
# IL1B secr inh: qHTS for Inhibitors of Inflammasome Signaling: IL-1-beta AlphaLISA Primary Screen; THP-1 LPS/ATP IL-1B secretion, AlphaLISA, 16 h; hits give low values; actives 4.7% (n = 360,000); activity change, % at 57.5 µM; AID 743279, 2014; in the data active = activity change below about -50%; inconclusive = mostly about -30% to -49%; note: % is set by controls: 0 for no effect and ±100 for the full control effect
#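 Secreted IL-1B measured by AlphaLISA bead assay after 16 h compound exposure of THP-1 cells; compounds (final up to 57.5 uM) added 1 h before LPS (250 ng/mL) and ATP (1.25 mM) stimulation; lower signal means less secretion.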
# MCF10A rereplic: A quantitative high throughput screen for small molecules that induce DNA re-replication in MCF 10a normal breast cells; MCF 10A DNA re-replication, Hoechst nuclear intensity, 48 h; Potency, µM (highest dose often 46.1 µM), for inactives: at the highest dose activity, positive = re-replication, hits mostly activators; actives 2.9% (n = 350,000); note: potency is the fitted concentration of half-maximal effect; % of control where 0% means no effect; nearly all actives have a fitted effect of over 50% in size
# Nrf2 ARE act: qHTS of Nrf2 Activators. actives 0.31% (n = 410,000). AID 624171, 2012. AREc32 ARE-luciferase reporter (MCF7-derived line), luminescence, 24 h. Potency, µM (series often up to 46.1 µM), without a hit: at the highest dose activation, actives largely listed as activators; note: potency is the fitted concentration of half-maximal effect; % of control where 0% means no effect; nearly all actives have a fitted effect of over 65% in size
#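 Quantitative high-throughput format: AREc32 reporter cells, 1000 per well, received compound by pin transfer and were incubated 24 hr at 37 deg C, 5% CO2, before Steady-Glo luminescence detection.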
# Nrf2 inh: Nrf2 qHTS screen for inhibitors; A549 ARE-Fluc reporter, luciferase luminescence, 18-24 h; Potency, µM (series often up to 46 µM), without a hit: at the highest dose activity change, negative = inhibition, hits mostly inhibitors; actives 2.1% (n = 360,000); AID 504444, 2011; note: potency is the fitted concentration of half-maximal effect; % is set by controls: 0 for no effect and ±100 for the full control effect; nearly all actives have a fitted effect of over 60% in size
#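 A549 ARE_Fluc cells (5000/well, 5% FBS OPTI-MEM) pre-incubated 2 h, then treated with compounds 18-24 h at 37C/5% CO2 in concentration-response. CellTiter-Fluor viability read first; BugLite luciferase luminescence after 15 min at room temperature gives Nrf2 activity.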
# A549 tox: Nrf2 qHTS screen for inhibitors: counterscreen for cytotoxicity. Potency, µM (highest dose often 46 µM), for inactives: top-dose activity change, negative = cytotoxicity, most hits filed as inhibitors. A549 ARE-Fluc cells, CellTiter-Fluor viability, 18-24 h. actives 0.16% (n = 390,000); note: potency is the fitted concentration of half-maximal effect; % is set by controls: 0 for no effect and ±100 for the full control effect
#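 Cytotoxicity counterscreen: CellTiter-Fluor fluorescence was measured in A549 ARE_Fluc cells after 18-24 h of compound exposure in a concentration series. The subsequent BugLite luminescent read reports ARE-luciferase activity.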
# ATXN viability: Viability Counterscreen for Primary qHTS for Inhibitors of ATXN expression; Potency, µM (doses to about 56.7 µM), most hits filed as cytotoxic; AID 651635, 2014; actives 0.49% (n = 400,000); S2 cells (HEK-293 line with an ATXN2-luciferase reporter) viability, CellTiter-Fluor protease fluorescence, 24 h; note: potency is the fitted concentration of half-maximal effect; nearly all actives have a fitted effect of over 40% in size
# HepG2 tox: qHTS for Inhibitors of TGF-b: Cytotox Counterscreen; AID 588856, 2011; Potency, µM (highest dose often 46.1 µM), for inactives: at the highest dose activity change, negative = cytotoxicity, actives largely listed as cytotoxic; HepG2 CAGA-GFP viability, ATP luminescence, 18 h; actives 0.76% (n = 410,000); note: potency is the fitted concentration of half-maximal effect; some results filed as inactive show a strong effect at the top dose
#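 HepG2 CAGA-GFP cells (1000/well, DMEM with 1% FBS) received compound, then TGF-beta at 500 pg/mL final, and were incubated 18 hours at 37 degrees C. Viability was read by CellTiter-Glo luminescence. Media-only wells were set as complete cell-killing and DMSO as no toxicity.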
# * hit, by the source's call; i = inactive; ? = inconclusive; . = no result given; [ ] = dose if it differs, or a comment. Unless noted, calls come from the whole dose curve; as a rule, active = well fitted curve in the direction sought with a large enough effect; inconclusive = small, poorly fitted or top-dose-only effect, or another doubt; inactive = no such curve, though single readings can be large; an effect the other way counts as inactive or inconclusive.
structure	TGFb SMAD3 inh	ATXN2 expr inh	IL1B secr inh	MCF10A rereplic	Nrf2 ARE act	Nrf2 inh	A549 tox	ATXN viability	HepG2 tox
CC(C)CC(=O)NC(=S)Nc1ccc(Cl)cn1	-16.2%	51.2%[activator]	37.7	2.8%	1.0%	23.6%	1.5%	i	-3.1%
O=C(NCC1CCCO1)C1CCN(CC2CCCCC2)CC1 (stereo unspecified)	2.0%	-5.9%	4.6	-0.9%	-0.5%	-1.5%	-5.8%	i	9.3%
O=C(c1n[nH]c(=O)c2ccccc12)N1CCN(c2ccccc2Cl)CC1	-3.1%	-1.4%	53.3	7.0%	0.3%	-10.4%	-3.1%	?	-21.1%
CCOc1cccc(C(=O)N(Cc2ccc(F)cc2)Cc2ccco2)c1	-3.1%	.	.	.	6.7%	?	-10.5%	.	-23.3%
CC1C(=O)N2CCCc3cc(S(=O)(=O)N4CCCCC4)cc1c32 (stereo unspecified)	-22.6%	1.1%	21.0	-1.9%	-0.4%	1.7%	-0.6%	i	-11.2%
C[C@H](CO)N1C[C@H](C)[C@@H](CN(C)C(=O)Nc2ccccc2)Oc2ccc(NC(=O)Nc3ccccc3)cc2C1=O	5.1%	-0.3%	-2.8	-3.1%	-1.2%	9.1%	0.0%	i	4.6%
CCOC(=O)Cc1cc(=O)n2[nH]c(-c3ccc(Cl)cc3)cc2n1	-4.8%	20.4%	53.6	9.7%	3.3%	15.2%	2.9%	i	-21.3%
COc1cc(C(C)=O)ccc1OCC(=O)Nc1ccccc1N1CCCC1	23.7%	0.6%	-21.5	13.7%	3.1%	-0.9%	2.5%	i	-11.3%
Cc1ccc(N(CC(=O)NCC2CCCO2)C(=O)Cn2nnc(-c3cccs3)n2)cc1 (stereo unspecified)	0.0%	4.8%	-0.4	1.1%	0.2%	2.9%	0.6%	i	-22.0%
O=C1CSC(=S)N1Nc1ccccc1	13.5%	?	-13.3	?	4.7%	3.1%	2.2%	i	-1.3%
CC(C)C(C)NC(=O)CN1C(=O)NC(c2ccccc2)(c2ccccc2)C1=O (stereo unspecified)	2.5%	-23.4%	-66.8*	-1.6%	-0.4%	-13.8%	-19.5%	?	11.0%
Cc1cc(C)cc(N(CC(=O)NCC2CCCO2)C(=O)CCC(=O)Nc2cc(C)on2)c1 (stereo unspecified)	3.3%	-8.9%	-0.6	2.0%	-0.1%	-10.4%	7.2%	i	-34.0%
CN1C(=O)/C(=C/c2coc3ccc(O)cc3c2=O)SC1=S	4.6%	.	13.7	3.1%	-0.2%	-0.8%	4.2%	i	-24.9%
O=C(Cn1cnc2ccccc2c1=O)Nc1ccccc1N1CCOCC1	-0.7%	15.4%	4.0	-2.0%	0.1%	14.6%	-2.2%	i	5.8%
COc1cccc(CNC(=O)Cc2ccc(OC)c(S(=O)(=O)N3CCOCC3)c2)c1	7.7%	2.1%	-8.2	0.4%	-0.6%	10.8%	1.9%	i	-5.9%
Cc1ccc(NC(=O)c2cc(C)n(-c3cccc(C)c3)c2C)cc1	-3.2%	75.6%[activator]	-65.6*	?	18.0%	?	-9.7%	i	-28.1%
CC1=CC2=NC(=O)C(c3ccccc3)C(=O)N2C=C1 (stereo unspecified)	6.0%	17.9%	31.3	-2.5%	-0.1%	16.5%	1.3%	i	5.7%
O=C(CCCC1=NS(=O)(=O)c2ccccc2N1)Nc1ccccc1	-0.2%	.	-3.1	16.8%	-0.8%	-7.3%	-4.3%	i	-16.5%
CC(=O)c1ccc(-n2c(-c3cc(-c4ccco4)[nH]n3)n[nH]c2=S)cc1	-3.4%	-10.4%	-16.0	4.2%	2.6%	-3.3%	-13.0%	i	0.0%
Cc1cc(C(=O)CSC(C)c2nc3ccccc3c(=O)[nH]2)c(C)n1C (stereo unspecified)	-4.5%	5.9%	11.8	?	-0.6%	-4.4%	-3.3%	?	-3.4%
O=C(NCc1cccnc1)c1cc(Sc2ccccc2Cl)nc2ccccc12	-8.6%	-8.1%	9.9	7.3%	7.6%	?	?	i	-21.0%
O=C(O)COc1ccccc1/C=N/NC(=O)CSc1nnc(SCc2ccc(Cl)cc2)s1	-13.2%	.	13.4	14.5%	-0.7%	14.7%	-7.4%	i	-4.4%
COc1ccc(-c2nnn(CC(=O)N(C3CCCC3)C(C)C(=O)NC3CCCC3)n2)cc1OC (stereo unspecified)	-31.2%	-11.9%	-5.4	1.1%	0.8%	-8.4%	-4.5%	i	-3.2%
C=CCOC(=O)C(=O)/C=C/c1csc2ccccc12	-2.2%	4.9%	53.2	?	10.9%	0.9%	-7.0%	i	-12.9%
Cc1ccc(C2/C(=C(\O)c3c(C)nc4c(C)cccn34)C(=O)C(=O)N2CCN(C)C)o1 (stereo unspecified)	10.6%	.	24.7	0.5%	0.7%	-13.2%	-6.5%	i	-3.3%
CCc1nc2ccc(C(=O)NCCCn3ccnc3)cn2c1N(C)Cc1ccc(Cl)cc1	1.6%	0.9%	-1.6	.	0.3%	.	.	i	-3.6%
CCOc1ccc(C2=NC(c3ccncc3)=Nc3ccc(C)cc3N2)cc1OCC	-16.6%	-8.7%	.	.	4.3%	-10.1%	3.6%	i	-26.3%
Cc1nc2nc(SCc3ccccc3)nn2c(C)c1C	-0.5%	.	8.2	16.9%	3.9%	24.3%	12.6%	?	-6.1%
COc1ccc2nc(NC(=O)c3ccccc3-c3ccccc3C(=O)O)sc2c1	-13.4%	-0.8%	0.4	-2.6%	-0.2%	-0.9%	0.4%	i	-2.1%
Cc1ccc(NC(=O)Nc2ccccc2)c(Br)c1	-13.0%	25.6%	-14.2	16.1%	0.1%	26.8%	0.8%	i	-37.2%
CSc1nccc(N2CCN(c3ccc(F)cc3)CC2)n1	?	-18.1%	-8.2	19.5%	4.0%	?	-12.1%	i	-18.0%
CC(NC(=O)/C=C/c1ccccc1)c1ccccc1 (stereo unspecified)	0.3%	-7.9%	-11.5	13.2%	-0.4%	0.6%	0.4%	i	-1.7%
O=C(Nc1nnc(COc2ccc(Br)cc2)s1)c1ccco1	27.5%	4.2%	-6.3	?	?	7.9%	3.1%	i	12.1%
O=C(CCC(=O)N1CCOCC1)Nc1ccc(Cl)c(Cl)c1	-11.0%	-8.0%	11.5	-1.9%	0.3%	-7.3%	4.3%	i	-0.2%
CC(C)(C)c1cc(OS(C)(=O)=O)ccc1O	12.7%	-3.2%	12.8	20.8%	0.4%	-4.7%	6.4%	i	0.1%
CC(C)c1ccc(O)c(NC(=S)NC(=O)c2ccc3c(c2)OCO3)c1	14.1µM*	35.9%[activator]	0.0	?	2.7%	4.0%	-9.5%	i	-84.0%
Cc1ccc(N(CC(=O)NC(C)C)C(=O)CCC(=O)Nc2nccs2)c(C)c1	18.3%	.	-12.5	-14.2%	-1.1%	-28.3%	-13.1%	i	4.8%
COc1ccccc1CNC(=O)CCCn1c(=O)c2ccccc2n(Cc2ccccc2F)c1=O	6.6%	9.5%	.	.	0.0%	?	2.6%	i	-1.6%
O=C(CCCn1c(SCC(=O)NC2CCCCC2)nc2ccccc2c1=O)NCC1CCCO1 (stereo unspecified)	2.7%	2.2%	-2.8	6.1%	0.7%	2.5%	0.4%	i	1.6%
CCOC(=O)N1CCN(c2ccc3nnnn3n2)CC1	8.9%	16.0%	11.1	-2.8%	0.2%	.	12.6%	i	14.0%
CCOc1ccc(CC2S/C(=N/c3ccccn3)NC2=O)cc1 (stereo unspecified)	?	13.9%	36.9	-7.0%	-1.0%	-16.6%	-2.3%	i	-8.9%
O=C(NCC(=O)N1CCN(S(=O)(=O)c2ccccc2C(F)(F)F)CC1)c1sc2ccccc2c1Cl	0.0%	-19.5%	5.3	4.0%	3.0%	5.8%	-4.7%	?	-2.8%
COc1ccc(OC)c(S(=O)(=O)N2CCN(CC(O)COc3ccc(C#N)cc3)CC2)c1 (stereo unspecified)	?	-12.9%	0.3	12.8%	2.8%	?	2.5%	i	-28.2%
S=C(Nc1cccnc1)NC1CCCCCCC1	-4.8%	2.3%	-0.5	-6.9%	0.0%	0.3%	-1.5%	i	-18.6%
CC(C)Oc1ccc(S(=O)(=O)N2CCCCC2)cc1NC(=O)C1=COCCO1	4.2%	3.9%	-6.8	0.0%	-0.6%	?	-7.6%	i	-2.4%
Cc1cc(C)nc(NC(=S)Nc2ccccc2)n1	?	10.1%	19.9	-2.1%	4.6%	?	6.3%	i	41.1%
CN(CC(=O)OCC(=O)NCc1ccccc1)S(=O)(=O)c1ccc(Cl)cc1	5.3%	-9.8%	11.8	2.6%	0.0%	0.3%	0.5%	i	-20.5%
Cc1ccc(S(=O)(=O)N2CCOCC2)cc1C(=O)N1CCc2ccccc21	1.3%	-7.5%	5.0	-6.5%	0.6%	-14.7%	-2.5%	i	2.2%
Cn1c(=O)c2c(SCCN3CCOCC3)nc(C3CCCC3)nc2n(C)c1=O	-11.8%	10.4%	29.6	-0.8%	-0.7%	-1.5%	1.8%	i	-8.8%

# High-throughput results deposited in PubChem by National Center for Advancing Translational Sciences (NCATS).
